Shn3 3UTR inh: Schnurri-3 reporter inhibition in Clone20 osteoblasts. Clone20 osteoblast Shn3 3'UTR firefly luciferase, 24 h. inhibition, % at 12.5 µM. 360,000 tested, 0.52% active. AID 588674;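 active = mean inhibition of at least 75% with every replicate also reaching 75%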;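 also: 0% = median of neutral control wells and 100% = pilot-screen positive control compound; some compounds past the cut are filed as inactive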
NR2E3 ag-1: human photoreceptor-specific nuclear receptor agonism. Q9Y5X4. CHO-S Gal4-NCOR/VP16-NR2E3 two-hybrid, luciferase. inhibition of corepressor binding, % at 3.98 µM. 360,000 tested, 0.35% active. AID 602229;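 active = inhibition above the mean of all tested compounds plus 3 SD, cut at about 70% in these data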;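 also: 0% = DMSO with NR2E3 transfected cells and 100% = cells lacking NR2E3 construct; higher means lower luciferase signal from less NR2E3 corepressor binding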
Target sequence (Q9Y5X4 whole entry, looked up, the tested form may be a part): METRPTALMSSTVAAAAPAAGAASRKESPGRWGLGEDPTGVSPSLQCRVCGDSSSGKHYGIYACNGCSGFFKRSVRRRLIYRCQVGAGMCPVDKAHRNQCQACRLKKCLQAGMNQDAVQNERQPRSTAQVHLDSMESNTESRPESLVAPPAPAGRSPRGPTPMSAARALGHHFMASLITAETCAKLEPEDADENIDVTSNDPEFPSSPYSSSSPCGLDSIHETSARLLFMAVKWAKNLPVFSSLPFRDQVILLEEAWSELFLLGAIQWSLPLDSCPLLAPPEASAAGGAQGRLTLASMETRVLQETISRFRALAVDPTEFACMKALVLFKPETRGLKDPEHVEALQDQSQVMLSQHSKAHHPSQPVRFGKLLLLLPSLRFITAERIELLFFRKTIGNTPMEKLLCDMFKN
TRPM1 prom inh: MITF TRPM1 promoter inhibition in SK-MEL-5 cells. SK-MEL-5 TRPM1 promoter luciferase, 24 h. inhibition, % at 12.5 µM. 330,000 tested, 0.83% active;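 active = mean inhibition across replicates of 60% or more, whatever share of single replicates reaches that level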; also: values of inactives mirror those of a sister screen read the other way
HIF-2a inh: blocks HIF-2a reporter activity | inhibition, % at 18.8 µM | 786-0 RCC cells HIF-2a reporter, luciferase luminescence, overnight | AID 624352 | 360,000 tested, 0.72% active;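 active = inhibition of the luminescence signal of 40% or more relative to plate controls, in a single-dose primary screen at 18.75 µM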
Peg3 prom inh: reduces Peg3 promoter-driven luciferase expression in HeLa; 360,000 tested, 1.7% active; HeLa PEG-Prom luciferase reporter, luminescence, overnight; inhibition, % at 20 µM; AID 588405;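 active = inhibition of at least 50% at 20 µM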
HTR2A ag: activates the mouse 5-HT2A serotonin receptor. P35363. CHO-K1 mHTR2A beta-arrestin complementation, luminescence; percent of 30 µM serotonin response. activation, % at 7.6 µM. 360,000 tested, 0.66% active. AID 624169;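 active = activation above a run cutoff, the mean activation of all tested compounds plus 3 SD, cut at about 14% in these data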;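 also: 0% = plate median of compound wells and 100% = 30 µM serotonin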
H9c2 protect: protects H9c2 cardiomyocytes from peroxide injury; H2O2 injury protection, ATPLite, 2 h; protection from H2O2 cell death, % at 20 µM; 360,000 tested, 0.63% active; AID 588492;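 active = compounds giving at least 50% protection of heart cells from peroxide-induced death in the single-dose screen, raw or plate-pattern-corrected value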;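 also: 0% = DMSO wells with peroxide and 100% = DMSO wells without peroxide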
NR2E3 ag-2: NR2E3 (human) agonism | Q9Y5X4 | GST-NR2E3/biotin-RetCOR TR-FRET, 1536-well | inhibition of corepressor binding, % at 4.78 µM | 320,000 tested, 0.12% active | AID 2300;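 active = percent inhibition above the cutoff of mean plus 3 SD of all tested compounds, set per screening campaign, cut at about 20% in these data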;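 also: 0% = DMSO wells and 100% = biotin wells as full block of FRET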
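Material – GST-tagged NR2E3 plus biotinylated RetCOR corepressor · Quantity – NR2E3 fusion 1.35 nM · Times – 5 h incubation at 4 °C · Medium – pH 7.5 Tris-based buffer · Technique – TR-FRET, Eu(K)-anti-GST donor, streptavidin-D2 acceptor, ex 340, em 617/671 nm · Benchmarks – high control biotin, low control 0.6% DMSO · Format – 1536-well plates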
PDI inh: blocks human protein disulfide isomerase activity; PDI insulin aggregation turbidity, A650, 90 min; P07237; inhibition, % at 10 µM; 350,000 tested, 0.052% active;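 active = mean inhibition across replicates of 30% or more, whatever share of single replicates reach that level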;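 also: absorbance from insulin aggregation driven by PDI reduction with DTT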
Target sequence (P07237 whole entry, looked up): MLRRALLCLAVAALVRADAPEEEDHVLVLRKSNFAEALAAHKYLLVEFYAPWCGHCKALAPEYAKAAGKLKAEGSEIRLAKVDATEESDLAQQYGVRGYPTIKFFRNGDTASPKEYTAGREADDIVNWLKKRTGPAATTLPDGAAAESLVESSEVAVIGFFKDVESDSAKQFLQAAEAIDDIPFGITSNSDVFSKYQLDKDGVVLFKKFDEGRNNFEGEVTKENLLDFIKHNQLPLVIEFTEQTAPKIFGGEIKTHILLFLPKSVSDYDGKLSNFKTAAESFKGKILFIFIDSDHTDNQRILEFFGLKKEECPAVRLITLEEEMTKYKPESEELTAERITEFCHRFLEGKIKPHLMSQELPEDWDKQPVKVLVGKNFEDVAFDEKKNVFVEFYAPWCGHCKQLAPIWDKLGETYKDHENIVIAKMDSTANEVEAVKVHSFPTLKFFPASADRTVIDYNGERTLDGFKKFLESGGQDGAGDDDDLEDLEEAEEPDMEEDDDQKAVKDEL
CaV13 FRET inh: Disruptors of the CACNA1D IQ motif to Ca2+-dependent inactivation inhibitor domain association, primary screening, Förster resonance energy transfer in intact living … | 340,000 tested, 0.098% active | HEK cells, CFP/YFP FRET ICDI-IQ, plate reader, 10 min; percent FRET-ratio fall versus neutral wells | AID 743397 | inhibition, % at 12.3 µM;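 active = mean replicate inhibition of at least 30% and at least 1% of replicates passing that level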;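 also: 0% = median of the neutral control wells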
iPSC survival up: enhancers of human iPSC single-cell survival | survival enhancement, % at 20 µM | hiPSC single-cell survival, ATPlite luminescence; 100% = ROCK inhibitor wells, 0% = DMSO | 360,000 tested, 0.044% active; in the data active = survival enhancement above about 18%;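 also: cells exposed to compounds for 16 hours before the ATP read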
Active calls of the source: *; x = not tested or not shown.

nr	SMILES	Shn3 3UTR inh	NR2E3 ag-1	TRPM1 prom inh	HIF-2a inh	Peg3 prom inh	HTR2A ag	H9c2 protect	NR2E3 ag-2	PDI inh	CaV13 FRET inh	iPSC survival up
1	COc1ccc(-c2cn(CCC(=O)NCc3ccc(C)cc3)c(-c3ccncc3)n2)cc1	-3	-3	-3	4	11	3	-3	0	-4	-8	0.7
2	O=C(Nn1c(-c2ccccc2)nc2ccccc2c1=O)c1cccs1	10	-1	8	5	-1	0	3	-5	-11	-8	3.0
3	O=C(N/C=C/n1cnc2cc(C(F)(F)F)ccc21)c1ccccc1F	-1	-7	-2	-7	-3	-1	-1	1	0	-5	0.3
4	Cc1ccccc1C(=O)Nc1ccnn1C1CCN(C(C)Cc2ccccc2F)CC1 (centres undefined)	0	-16	-6	11	15	-9	0	-2	-6	-2	0.7
5	N#CC1C=Cc2ccccc2N1C(=O)c1ccccc1 (centres undefined)	0	25	2	11	9	4	1	-3	4	-3	-0.4
6	O=C(CNCc1ccccn1)Nc1ccc([N+](=O)[O-])cc1C(=O)Nc1ccccc1F	17	-21	22	14	22	-3	12	5	-3	-3	-0.5
7	CN(CC(=O)Nc1ccc(OC(F)(F)F)cc1)C1CCCCC1	-2	3	-14	-6	2	-7	-6	1	-6	-5	-0.2
8	Cc1c(CCOC(=O)C23CC4CC(CC(C4)C2)C3)sc[n+]1CC#N	77	-32	20	1	51*	2	-18	2	-2	-5	-1.1
9	C[C@@H]1CN([C@@H](C)CO)S(=O)(=O)c2ccc(Br)cc2O[C@@H]1CN(C)C(=O)C1CC1	5	-26	x	6	1	0	-1	x	4	-5	-0.3
10	Cc1sc2nc(CN3CCCC3)nc(NCc3ccncc3)c2c1C	-6	11	4	11	5	0	1	0	3	-7	1.1
11	CC(=O)c1ccc(NC(=O)Nc2cccc(Cl)c2)cc1	-12	-98	-53	-142	-241	-9	-26	-1	-23	x	-3.5
12	Cc1cccc(C)c1NC(=O)Nc1nc(CN(C)C)cs1	-8	4	x	7	-3	1	8	x	12	-5	-3.0

Printed as active in Peg3 prom inh (from the list above):
nr | molecule | Shn3 3UTR inh | NR2E3 ag-1 | TRPM1 prom inh | HIF-2a inh | Peg3 prom inh | HTR2A ag | NR2E3 ag-2 | PDI inh | CaV13 FRET inh
8 | Cc1c(CCOC(=O)C23CC4CC(CC(C4)C2)C3)sc[n+]1CC#N | 77 | -32 | 20 | 1 | 51* | 2 | 2 | -2 | -5

The list goes on:
nr	SMILES	Shn3 3UTR inh	NR2E3 ag-1	TRPM1 prom inh	HIF-2a inh	Peg3 prom inh	HTR2A ag	H9c2 protect	NR2E3 ag-2	PDI inh	CaV13 FRET inh	iPSC survival up
13	COc1ccc(C2=NN(CC(=O)NCC(OC)OC)C(=O)CC2)cc1	17	7	9	7	6	6	3	3	-5	-20	-0.6
14	O=c1cc(Nc2ccc3c(c2)OCCO3)[nH]c(=O)n1-c1ccc(Br)cc1	5	-21	3	-20	-18	6	3	1	-7	-11	2.7
15	COc1cc(C(C#N)N2N=C(c3ccccc3)CC2c2ccccc2)ccc1O (centres undefined)	-82	-45	-11	-184	-134	0	11	-2	-2	-4	-0.2
16	CN(C)CCNC(=S)Nc1ccc(F)c(F)c1F	7	15	-1	10	4	1	2	-4	-3	-4	-0.1
17	COC(=O)C1C(O)=C(C=Nc2ccccc2)C(=O)CC1(C)C (centres undefined)	-10	-8	-20	10	16	-2	15	0	-4	-5	-1.1
18	Cc1onc(-c2c(Cl)cccc2Cl)c1NC(=O)NNc1c(Cl)cncc1Cl	6	-8	-8	18	16	1	4	-3	2	-4	-1.0
19	Cc1nnc(SCC(=O)N2c3ccccc3CC2C)s1 (centres undefined)	-23	12	-8	-23	-31	-1	3	4	0	-5	-2.3
20	Cn1c(-c2ccc3ccccc3n2)[n+](C)c2ccccc21	-24	-46	-5	-142	-38	-1	-10	1	0	-3	-0.5
21	CCCn1c(C)cc(C(=O)COC(=O)CN=C2NS(=O)(=O)c3ccccc32)c1C	7	-29	18	1	2	0	-5	-2	1	-20	0.0
22	Cc1cc(-c2nnnn2-c2cc(Cl)cc(Cl)c2)no1	-7	-1	9	16	14	0	1	0	1	2	-0.8
23	Cc1cc(=O)oc2cc(OCC(=O)Nc3ccc(S(=O)(=O)N(C)C)cc3)ccc12	-84	11	15	1	-10	0	1	-2	-4	-6	-0.3
24	Cc1onc(-c2ccccc2)c1-c1ccnn1S(=O)(=O)c1ccc(Cl)cc1	33	-7	11	16	30	-6	-6	5	-2	-20	-0.5
25	O=C(/C=C/c1ccco1)NC(=S)Nc1ccccn1	-36	-59	-57	-167	-307	-1	-2	2	-7	-3	-0.3
26	COc1ccc(CN2C(=O)C(CC(=O)NC3CCCC3)CC(C(=O)N(C)C)=C2C)cc1 (centres undefined)	-8	-12	x	9	-22	30*	9	x	-10	-7	5.6
27	CC(=O)Nc1ccc(/C=C/c2nc3ccccc3o2)cc1	-51	-182	-67	-217	-226	-1	-5	1	-1	-5	-0.7
28	Cc1ccc(NC(=O)NNc2cccc(Cl)n2)cc1	-5	-29	2	-3	8	-3	-2	3	10	-4	-0.3
29	CCc1nn(CC(=O)NCCCc2ccccc2)c(=O)c2cc3c(OC)cccc3n12	-15	-10	-6	10	27	-6	-1	2	-6	-7	-0.3
30	CN1CCn2cnc(C(=O)NCc3ccccc3)c2C1=O	-16	-13	x	12	2	-5	12	x	6	-3	2.4
31	CCn1nnnc1SCC(=O)N(C)C1CCS(=O)(=O)C1 (centres undefined)	-11	6	-8	1	6	-1	3	-2	-3	-15	-0.4
32	Cc1onc(-c2ccccc2)c1C(=O)NC(=S)NNC(=O)c1cc(-c2ccc(F)cc2)n[nH]1	-9	-19	-1	-19	-15	1	17	2	-1	1	-0.6
33	COc1nccnc1NS(=O)(=O)c1ccc(N/C=C2\CCCCC2=O)cc1	-2	-8	4	17	7	-1	-2	4	10	-2	-1.0
34	CNC(=S)N1CCC(NC(=O)C23CC4CC(CC(C4)C2)C3)CC1	-4	-4	8	7	11	-3	4	-1	1	6	0.1
35	COCCn1c(SCC(=O)Nc2cc(C(C)(C)C)nn2-c2ccccc2)nc2ccccc2c1=O	-7	7	12	22	13	0	0	-3	-13	-5	0.1
36	N#CCCN(C(=O)COC(=O)c1cc(=O)c2ccccc2o1)c1ccccc1	-2	-15	-11	2	16	-3	-4	2	-4	-6	0.2
37	Cc1ccc(/C=N/Nc2nc(N3CCCCC3)nc(N3CCCCC3)n2)o1	5	-8	5	0	29	3	-2	1	1	-5	1.7
38	CC(=O)Nc1ccccc1NC(=O)C/C(C)=N/NC(=O)c1cccnc1	-12	-15	-5	6	16	-3	3	2	-4	-8	-0.4
39	COCCN(C(=O)COC(=O)CCC(=O)c1ccc(Cl)cc1)c1c(N)n(Cc2ccccc2)c(=O)[nH]c1=O	-12	-39	3	8	14	4	-3	1	0	-3	-0.4
40	CC1=C(C(=O)OCc2ccccc2)C(c2ccc(N(C)C)cc2)NC(=O)N1 (centres undefined)	14	-15	-5	26	15	-4	-4	-4	6	-4	-0.3
41	CCCNC(=O)c1cc(C2CCCCN2S(=O)(=O)c2cn(C)cn2)on1 (centres undefined)	-23	-33	x	11	-3	1	1	x	-5	-5	-3.2
42	Cc1ccc(S(=O)(=O)N(C)C)cc1NC(=O)C(C)Sc1ccccc1 (centres undefined)	-5	-19	-4	3	11	-4	-4	7	2	1	0.0
43	C[N+]1(CC(=O)OCCCc2ccccc2)CCCC1	-23	-23	-2	9	-14	1	4	2	-4	-5	1.6
44	C=CCN(c1ccccc1OC)S(=O)(=O)c1cccc(C(=O)OCC(=O)N2CC(C)OC(C)C2)c1 (centres undefined)	18	-13	15	6	14	3	0	x	11	-2	-0.4
45	CN(C)/C=N/c1c(C#N)cnn1-c1ccc(C(F)(F)F)cn1	6	3	-3	18	4	0	6	2	0	-9	-0.1
46	C=CCn1c(=NC(=O)c2sc3ccccc3c2Cl)sc2cc(S(N)(=O)=O)ccc21	-3	-32	7	10	26	1	-4	-39	-6	x	0.6
47	O=[N+]([O-])c1ccc(CSc2ccc(S(=O)(=O)N3CCCC3)cn2)cc1	11	-14	x	-3	16	-7	3	2	-2	x	0.3
48	CCN1C/C(=C/c2cccc([N+](=O)[O-])c2)C(=O)/C(=C/c2cccc([N+](=O)[O-])c2)C1	99*	-5	92*	97*	104*	5	-1	3	1	-5	38*
49	O=C(O)c1ccccc1C(=O)Nc1ccc(S(=O)(=O)N2CCCC2)cc1	-5	-8	-8	6	4	10	-1	-3	1	-5	-0.4
50	CC(C)NC(=O)NC1C2CC3CC(C2)CC1C3 (centres undefined)	6	4	-14	19	5	11	11	2	3	0	-3.0
51	O=C(NCCO)c1cccc(-c2ccc3nncn3c2)c1	-4	8	x	0	0	-5	14	x	-3	-5	-1.4
52	CCOC(=O)c1cc2c(c(CSc3nc4ccccc4c(=O)n3Cc3ccco3)c1)OCOC2	28	-19	-12	6	10	3	11	-2	5	-9	1.0
53	CC(C)CNC(=O)C(=O)NCC1OCCN1S(=O)(=O)c1cccs1 (centres undefined)	-3	-12	-3	4	-3	-6	-1	0	-5	x	-0.1
54	O=C(O)[C@H](Cc1ccccc1)Nc1ccc([N+](=O)[O-])cn1	10	-18	-6	0	-4	3	5	1	-2	-20	0.9
55	CCc1ccc(S(=O)(=O)NCCc2csc(-c3ccccc3)n2)s1	13	36	4	0	17	-6	-22	3	1	-5	1.0
56	CCOc1cc([N+](=O)[O-])cc(/C=C2/NC(=O)N(Cc3ccccc3F)C2=O)c1O	2	-10	11	9	5	0	-8	-1	11	-4	-1.2
57	Cc1ccc(C(=O)CCC(=O)Nc2cccc(C(F)(F)F)c2)cc1	-2	16	9	8	5	0	-1	0	6	x	-2.1
58	CNc1ccc(S(=O)(=O)NCC(=O)OC(C)C(=O)N(C)Cc2ccccc2)cc1[N+](=O)[O-] (centres undefined)	4	3	0	0	-6	-5	9	2	-5	-2	-0.4
59	COc1ccc(CC(=O)N2CCC(n3nccc3NC(=O)C3CCOC3)CC2)cc1 (centres undefined)	1	-21	-3	-6	-17	2	0	-3	2	-2	-0.4
60	O=C(NC(=S)Nc1ccc(F)cc1)c1ccc2c(c1)OCCO2	-56	-96	-52	-178	-97	1	1	-2	2	-5	-3.6
61	COC(=O)CCc1nc2cc(Cl)ccc2n(Cc2ccccc2)c1=O	-22	4	-10	18	11	-6	-5	4	2	-21	-1.2
62	CC(=O)Nc1ncc(Cc2cccc(Cl)c2)s1	-23	7	-11	-11	8	2	-7	0	-3	-5	-1.6
63	Cc1cn([C@H]2C[C@H](O)[C@@H](CNCc3ccc(F)c(N4CCOCC4)c3)O2)c(=O)[nH]c1=O	-7	8	x	-6	0	-1	-5	x	-2	-2	3.7

Screening data deposited in PubChem by several laboratories.
